Assay outcomes from PubChem.
Pf Dd2 inh: blocks in vitro growth of P. falciparum Dd2; 120,000 tested, 4.3% active; P. falciparum Dd2 growth, SYBR Green, 72 h; AID 1347417; Potency, µM (highest dose often 28.9 µM), inactives show top-dose activity, negative = inhibition, hits mostly inhibitors; active = well fitted inhibition curve with a large enough effect; inconclusive = small, poorly fitted or top-dose-only effect; inactive = no such curve, though single readings can be large or run the other way;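 note: plate controls were DMSO vehicle for no effect and reference drug for full effect; nearly all actives have a fitted effect of over 65% in size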
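Readout: SYBR Green fluorescence, 485 nm excitation, 535 nm emission, after ~16 h lysis at 37C. Before that, Dd2-infected red cells (2.5% hematocrit) grew 72 h with compound, 29 uM top final concentration.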
An asterisk follows results filed as active; i = inactive; ? = inconclusive; [ ] = dose if it differs, or a comment. Potency is the fitted concentration of half-maximal effect.

No.	Structure	Pf Dd2 inh
1	Cc1cccc(OCC2(CNC(=O)N3CCOCC3)C[C@@H](O)[C@@H](O)C2)n1 (stereo not given in full)	-8%[44.1 µM]
2	COc1ccc(CN2C(=O)CO[C@H](c3ccc(NC(=O)c4ccc(OC)cc4)cc3)[C@H]2CO)cc1	i
3	COc1ccccc1-c1cnc(NC(=O)C2CCOCC2)c2c1CCO2	24%[44.1 µM]
4	COc1ccc(C(=O)N[C@@H]2CN(c3ncccn3)C[C@H]2CO)cc1F	5%
5	COc1cc(C(=O)NC2CCN(c3cc(-c4cccs4)[nH]n3)C2)cc(OC)c1OC (stereo not given)	i
6	COc1ccc(CNC(=O)c2cc3cc4cc(OC)ccc4nc3o2)cc1	-16%
7	CN1CCN(C(=O)CC[C@H]2CNC(=O)[C@@H]3[C@@H](CCN3CC(C)(C)C)N2C)CC1	12%[44.1 µM]
8	CCC(CC)C(=O)NC[C@H]1O[C@@H](CC(=O)NCc2ccc(F)cc2)[C@H](O)[C@@H]1O	-1%[44.1 µM]

Some of the entries so far, with each value named.
(5) COc1cc(C(=O)NC2CCN(c3cc(-c4cccs4)[nH]n3)C2)cc(OC)c1OC (stereo not given)
  Pf Dd2 inh = i
(8) CCC(CC)C(=O)NC[C@H]1O[C@@H](CC(=O)NCc2ccc(F)cc2)[C@H](O)[C@@H]1O
  Pf Dd2 inh = -1%[44.1 µM]
(1) Cc1cccc(OCC2(CNC(=O)N3CCOCC3)C[C@@H](O)[C@@H](O)C2)n1 (stereo not given in full)
  Pf Dd2 inh = -8%[44.1 µM]

The listing continues.
No.	Structure	Pf Dd2 inh
9	O=C1CCCCCN1CCc1nc(C2CCOC2)no1 (stereo not given)	2%
10	COc1cc(-n2cnnn2)cc(-n2ccnc2-c2cc3n(n2)CCCNC3)c1	6%
11	CCc1nn(CCCC(=O)NCc2ccc(OC)c(OC)c2)c(=O)c2cc3occc3n12	-12%
12	O=C(CCn1cnc2onc(-c3ccc(F)cc3)c2c1=O)N1CCN(c2cccc(Cl)c2)CC1	9%
13	CCOC(=O)CCNC(=O)N1CCCC(Cn2cnc3cccnc32)C1 (stereo not given)	18%
14	CN1CC(=O)N(c2ccc([N+](=O)[O-])cc2)Cc2c1ncnc2N1CCOCC1	-9%
15	COc1cccc(NC(=O)C2CCCN2S(=O)(=O)c2ccc3c(c2)n(C)c(=O)c(=O)n3C)c1 (stereo not given)	-16%
16	COc1ccc(C(=O)NC2CCCN(c3cc(-c4ccc(F)cc4)[nH]n3)C2)cc1 (stereo not given)	-11%
17	O=C(Cc1ccc(F)cc1)N1C[C@@H](CO)[C@H](c2ccccn2)C1	-11%
18	COc1cccc(CN2CC[C@@H]3CN(S(C)(=O)=O)[C@@H]3C2)c1OC	i
19	O=C(NC[C@H]1C[C@@H]2CCN1C[C@@H]2CN1CCN(c2ccc(F)cc2)CC1)Nc1ccsc1	?
20	CC(=O)c1cc(-c2ccc(F)cc2)n(CC(=O)NCc2ccc(C)cc2)c1C	19%
21	Cn1nc(-c2ccccc2)cc1[C@H]1CN2CC[C@H]1C[C@@H]2CNC(=O)c1ccco1	?
22	O[C@@H]1C[C@@H](c2nnc3n2CCN(Cc2ccc(F)cc2F)C3)N(Cc2cccnc2)C1	-6%
23	CC(C)N1CCN(C2CCOC3(CCN(C(=O)Nc4ccccc4F)CC3)C2)CC1 (stereo not given)	21%
24	COc1ccc(C(=O)NCC2c3cc(OC)c(OC)cc3CCN2C(=O)NC(C)C)cc1 (stereo not given)	?
25	CCOC(=O)c1ccc(NC(=O)CCn2c(=O)c3cccn3c3ccccc32)cc1	i
26	COc1ccc(Cl)cc1C(=O)N1CCC(N2CC3CC(C2)[C@H]2CCCC(=O)N2C3)CC1 (stereo not given in full)	2%
27	CN(C)C[C@@H]1CN(Cc2ccncc2)C[C@H]1NC(=O)c1ccoc1	i
28	COc1ccc(NC(=O)Cn2c(=O)n(Cc3ccco3)c(=O)c3sc4ccccc4c32)c(OC)c1	36%[activator]
29	COCC1CN(C)CC12CCN(C(=O)CCc1ccc(OC)cc1)CC2 (stereo not given)	?
30	CCOC(=O)c1cccc(NC(=O)N2CC(CC)Oc3ccccc32)c1 (stereo not given)	-5%
31	Cc1cc(C)c(S(=O)(=O)N2CCn3c(nn(CC4CC4)c3=O)C2)cc1C	i
32	CC(C)c1nc2c(c(-c3ccc(O)cc3)n1)CN(C(=O)C1CC1)CC2	i
33	Cc1ccccc1OCCn1cc(C(=O)c2ccco2)c2ccccc21	1.3µM*
34	Cc1ccc(S(=O)(=O)c2nnn3c2nc(N2CCCCC2)c2ccccc23)cc1	?
35	Cc1ccc(CNC(=O)CCCCCn2c(=O)[nH]c3ccccc3c2=O)cc1	20%
36	CCc1cccc(-n2nnc(-c3nc(-c4ccccc4Cl)no3)c2N)c1	13%
37	CCOc1ccc(CCNC(=O)c2nc(-c3cccc(F)c3)n3c2CCCCC3)cc1OCC	?
38	CCCNC(=O)c1cnn2c(C(F)F)cc(-c3ccccc3)nc12	-1%
39	COc1ccc(N2CCN(C(=O)CCc3c(C)nc4cc(-c5ccc(OC)cc5OC)nn4c3C)CC2)cc1	?
40	COc1ccc(Cc2nc3nccc(-c4ccc(F)cc4OC)n3n2)cc1	i
41	Cc1nnnn1-c1cccc(-c2nc(Cc3cccs3)nn2CCO)c1	-2%
42	COCCOc1ccc2c(n1)CCN(C(=O)c1ccc(C(C)C)cc1)C2	?
43	Cc1cc(=O)n(CC(=O)NCc2ccccc2Br)c(N(C)Cc2ccccc2)n1	?
44	COc1ccc(Br)cc1CNC(=O)c1ccc2c(c1)N(Cc1ccc(C)cc1)CCS2	-1%
45	CC(C)(C)n1ccc(C(=O)N2CCN(c3cccc(Cl)c3)C(=O)C2)c1	-8%
46	CCOc1cc(C2CC(=O)Nc3c2c(=O)nc(SCc2cccc(Cl)c2)n3C)ccc1O (stereo not given)	-7%
47	Cn1cccc1C(=O)N1CCC2(CC1)CN(C1CCC1)CC2CO (stereo not given)	-9%
48	CNC(=O)[C@@H]1C[C@H](n2cc(CNS(=O)(=O)c3cc(C)ccc3F)nn2)CN1	14%

Continued (7 carried over from the part before).
No.	Structure	Pf Dd2 inh
42	COCCOc1ccc2c(n1)CCN(C(=O)c1ccc(C(C)C)cc1)C2	?
43	Cc1cc(=O)n(CC(=O)NCc2ccccc2Br)c(N(C)Cc2ccccc2)n1	?
44	COc1ccc(Br)cc1CNC(=O)c1ccc2c(c1)N(Cc1ccc(C)cc1)CCS2	-1%
45	CC(C)(C)n1ccc(C(=O)N2CCN(c3cccc(Cl)c3)C(=O)C2)c1	-8%
46	CCOc1cc(C2CC(=O)Nc3c2c(=O)nc(SCc2cccc(Cl)c2)n3C)ccc1O (stereo not given)	-7%
47	Cn1cccc1C(=O)N1CCC2(CC1)CN(C1CCC1)CC2CO (stereo not given)	-9%
48	CNC(=O)[C@@H]1C[C@H](n2cc(CNS(=O)(=O)c3cc(C)ccc3F)nn2)CN1	14%
49	COc1cccc(NC(=O)N[C@H](C)c2onc(-c3ccc(F)cc3)c2C(=O)O)c1	i
50	Cc1ccc(OCC(=O)N2CCC(CCOc3ccc(F)cc3)C2)cc1 (stereo not given)	i
51	O=C(NC1CCc2nnc(C3CC3)n2CC1)c1cc(C2CC2)[nH]n1 (stereo not given)	?
52	COc1ccc(-c2ccc3nc(-c4c(F)c(F)cc(F)c4F)oc3c2)c(OC)c1OC	?
53	CC(C)NC(=O)[C@@H]1C[C@H](N)CN1C(=O)c1ccccc1-c1ncc[nH]1	2%
54	COc1cc(OC(F)(F)F)ccc1C(=O)N1CCC(c2nnc3n2C(C(=O)O)CC3)CC1 (stereo not given)	7%
55	O=C(c1ccc(Cl)cc1)N1CCC2(CC1)CN(c1ccccc1)C(=O)c1ccccc1O2	-17%
56	O=C1NCCCCCN(C(=O)c2cnccn2)[C@H]2CCC[C@@H]12	1%
57	COc1ccc(Nc2nc3c(S(=O)(=O)c4ccc(Br)cc4)nnn3c3ccsc23)c(OC)c1	?
58	Cc1cccc(NC(=O)C2Cn3cccc3C(=O)N2)c1 (stereo not given)	2%
59	COC[C@@H]1CN(C(=O)c2ccoc2C)C[C@H]1c1nc(C)no1	19%
60	COc1ccc(Cn2c(-c3ccccc3)nc(C)c(CCO)c2=O)cc1F	?
61	CCn1c(=O)c2ccnn2c2ccc(C(=O)NCCCOC(C)C)cc21	?
62	CN1CCC(OC2CCN(S(=O)(=O)c3ccccc3C(F)(F)F)CC2)CC1	?
63	Cc1noc(C)c1-c1cc2cc(C(C)C)oc2c(Nc2ccn(C)n2)n1	-2%[44.1 µM]
64	COc1ccc(-c2ccc3c(N)c(C(=O)c4ccc(OC)c(OC)c4)sc3n2)cc1	-16%
65	CCOC(=O)c1ccc(CN(Cc2ccccc2C)S(=O)(=O)c2ccc(C(C)(C)C)cc2)cc1	?
66	Cc1ccc(NC(=O)Cn2ccn3nc4c(c3c2=O)CC(C)CC4)cc1C (stereo not given)	i
67	Cc1ccc(NC(=O)CSc2nc3ccccc3nc2Cc2ccccc2)c(C)c1	25%
68	CCN1C(=O)c2ccccc2Sc2ccc(NC(=O)Cc3ccc(OC)cc3)cc21	?
69	Cc1ccsc1CN1CCCC12Cc1ccccc1CNC2=O (stereo not given)	?
70	Cn1cnc(S(=O)(=O)N2CCC(Cc3ccc(C(N)=O)cc3)CC2)c1	1%
71	COCCCNC(=O)N1CCCN(Cc2ccncc2)C(c2ccccc2)CC(=O)NCC1 (stereo not given)	?
72	O=[S+]([O-])(c1ccccc1)N1CCC2(CC(c3cccnc3)=NO2)C1 (stereo not given)	7%
73	Cc1nn(C)c(C)c1CN(Cc1cnc(N2CCCCC2)nc1)C1CC1	-26%
74	CCn1ncc(C(=O)N[C@@H]2CN(c3ccccn3)C[C@H]2CN(C)C)c1C	16%
75	Cc1oc(-c2ccccc2)nc1CN1CCCC(C(=O)NCCc2noc(-c3ccccc3)n2)C1 (stereo not given)	i
76	O=C1CCC2(CNC(=O)c3n[nH]c(=O)c4ccccc34)CCCC=C2N1 (stereo not given)	-25%
77	COc1ccc(CC(=O)N2CCC3(CC2)N(C)C(=O)CS3(=O)=O)cc1Cl	i
78	CC(NC(=O)c1ccc(CN2C(=O)NC3(CCOCC3)C2=O)cc1)c1ccccc1 (stereo not given)	-1%
79	CC(=O)c1ccc(NC(=O)C2=CC(c3cccs3)=NS(=O)(=O)N2C)cc1	-13%
80	COc1ccccc1CCC(=O)N1CC(c2noc(-c3ccccc3)n2)C1	0%
81	CCCN(CC1CC1)C(=O)CCC[C@H]1NC[C@@H]2C[C@H]1CN(Cc1ccccc1)C2	?
82	CC(=O)c1cccc(NS(=O)(=O)c2ccc3[nH]c4c(c3c2)CCCCCC4)c1	i
83	CC(NCc1ccc2c(c1)n(C)c(=O)n2C)c1ccccc1 (stereo not given)	-26%
84	COc1ccccc1OC1(C(=O)O)CCN(Cc2cnn(C)c2C)CC1	0%
85	Cc1ccc(CNC(=O)c2ccc3c(c2)c(C)c(C)n3Cc2ccccc2)o1	-29%
86	Cc1cc(C)cc(CCC(=O)N2CCC3(CC2)C(C(=O)O)CC(=O)N3C)c1 (stereo not given)	-21%
87	CC(C)NC(=O)C1c2ccccc2C(=O)N(C2CCCC2)C12CCCC2 (stereo not given)	11%
88	O=C(Cc1ccc(Cl)cc1)NCC(c1cccs1)S(=O)(=O)c1ccccc1 (stereo not given)	-22%
89	COc1ccc(Cn2c(C(=O)O)c(CNC3CCCC3)c3ccc(C)cc32)cc1	61%[activator]
90	COc1ccc(-c2cnc3n[nH]c(-c4ccc(F)cc4C)c3n2)cc1	i
91	Cc1ccccc1C(=O)Nc1cccc(C(=O)OCc2cc(=O)n3nc(C4CC4)sc3n2)c1	i
92	O=C(Cc1ccccc1Cl)N1CCC(Cc2nc(-c3ccccc3)no2)CC1	i
93	CC1CCC2(CC1)OCC(C(=O)NCc1ccccc1F)N2C(=O)c1ccccc1F (stereo not given)	i
94	COc1ccc(C(=O)NCC(c2cccnc2)N2CCN(c3ccccc3F)CC2)cc1OC (stereo not given)	-7%
95	COc1ccc(NC(=O)CSC2=Nc3ccccc3C3=NC(Cc4ccccc4)C(=O)N23)cc1 (stereo not given)	-13%
96	O=C(NC1CCCCC1)[C@@H]1Cc2nc[nH]c2CN1Cc1ccc(C(F)(F)F)cc1	?
97	O=C1CC2(CCN(Cc3ccc(F)cc3)CC2)Oc2ccccc21	?
98	Cc1ccc(C(=O)Nc2cc3c(cc2N2CCCC2)n(C)c(=O)c(=O)n3C)cc1	-18%
99	COc1cc(NS(=O)(=O)c2cnc(N)nc2)cc(OC)c1	?
100	O=C(c1cncc(N2CCCC(CCc3cccc(F)c3)C2)n1)N1CCCCC1 (stereo not given)	11µM*
101	O=C(Nc1ccccc1)c1cnc2c(c1)N(C(=O)Cc1ccc(O)cc1)CCC2	-20%[44.1 µM]
102	O=C1OC[C@@H]2CCN(Cc3ccc(Cl)cc3)Cc3ccc(F)cc3N12	?
103	Cc1ccc(C)c(Nc2cc(C(=O)NC3CCCCC3)c3ccccc3n2)c1	39%[activator]
104	CCn1ccc2cc(S(=O)(=O)N3CCCN(C(=O)Nc4cccc(SC)c4)CC3)ccc21	?

(more compounds)
No.	Structure	Pf Dd2 inh
105	Cc1ccc(NC(=O)Nc2cn(C)c(=O)c3ccccc23)c(Cl)c1	19%
106	CCOc1cc(=O)n2c(c1C(=O)NCc1ccc(C)o1)CCCCC2	39%[activator]
107	CNC1CCc2nn(C)c(=O)n2CC1 (stereo not given)	21%
108	CCOc1ccccc1CN(CCc1ccc2c(c1)OCO2)Cc1ccc(CC)cc1	?
109	Cc1cc(CN2CCC3(CC2)CN(c2ncccn2)CC3CO)n(C)n1 (stereo not given)	-18%
110	O=C(CCC1CCCC1)N1CCCC(CN2CCCC2)CC1 (stereo not given)	?

The list is partial. The share of hits here may be higher or lower than overall.
